NSD2 block: inhibitors of human NSD2 methyltransferase | AID 624260 | O96028 | NSD2-SET H3K36me1 DELFIA fluorescence, biochemical | 0.07% of 44,000 active | inhibition, % at 12.5 µM; in the data active = inhibition above about 54%, passing the limit was not always enough;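 note: inhibitors reduce the monomethyl H3K36 fluorescence signal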
Target sequence (O96028 whole entry, looked up): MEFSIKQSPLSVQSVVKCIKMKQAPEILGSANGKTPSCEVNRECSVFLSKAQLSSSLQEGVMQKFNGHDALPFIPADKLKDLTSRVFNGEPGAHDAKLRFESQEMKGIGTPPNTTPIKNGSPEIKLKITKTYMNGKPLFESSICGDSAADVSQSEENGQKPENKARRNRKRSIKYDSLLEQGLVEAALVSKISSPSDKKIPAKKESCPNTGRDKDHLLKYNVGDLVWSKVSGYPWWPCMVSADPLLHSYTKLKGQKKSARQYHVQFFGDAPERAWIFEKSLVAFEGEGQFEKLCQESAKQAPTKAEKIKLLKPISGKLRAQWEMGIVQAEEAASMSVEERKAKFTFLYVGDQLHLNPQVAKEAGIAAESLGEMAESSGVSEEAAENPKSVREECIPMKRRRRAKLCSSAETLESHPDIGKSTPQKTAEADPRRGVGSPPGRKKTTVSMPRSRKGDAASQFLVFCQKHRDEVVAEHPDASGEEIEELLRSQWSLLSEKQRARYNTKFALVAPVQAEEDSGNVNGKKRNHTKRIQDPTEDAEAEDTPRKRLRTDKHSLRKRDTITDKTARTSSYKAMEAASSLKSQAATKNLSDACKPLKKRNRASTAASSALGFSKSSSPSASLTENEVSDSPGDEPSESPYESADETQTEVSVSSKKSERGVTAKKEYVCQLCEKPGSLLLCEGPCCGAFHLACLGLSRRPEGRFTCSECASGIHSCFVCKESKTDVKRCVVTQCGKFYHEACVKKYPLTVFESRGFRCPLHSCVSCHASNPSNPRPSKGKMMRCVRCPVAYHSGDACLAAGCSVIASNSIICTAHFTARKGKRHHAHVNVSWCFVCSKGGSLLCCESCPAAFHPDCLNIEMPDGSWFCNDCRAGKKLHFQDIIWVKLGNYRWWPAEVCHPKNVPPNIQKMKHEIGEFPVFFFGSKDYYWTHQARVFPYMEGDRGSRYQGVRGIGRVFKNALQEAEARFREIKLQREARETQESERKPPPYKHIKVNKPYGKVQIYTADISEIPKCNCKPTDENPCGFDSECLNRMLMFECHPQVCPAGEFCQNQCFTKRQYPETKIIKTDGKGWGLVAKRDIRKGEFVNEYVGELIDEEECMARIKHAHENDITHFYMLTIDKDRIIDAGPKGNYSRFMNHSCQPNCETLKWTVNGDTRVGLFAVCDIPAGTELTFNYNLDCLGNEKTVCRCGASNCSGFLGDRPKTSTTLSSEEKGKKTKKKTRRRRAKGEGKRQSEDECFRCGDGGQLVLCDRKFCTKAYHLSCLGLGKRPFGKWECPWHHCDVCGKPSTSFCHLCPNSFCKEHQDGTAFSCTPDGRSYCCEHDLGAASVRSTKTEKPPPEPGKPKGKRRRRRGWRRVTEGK
Starred values were filed as active, the others as inactive; & = joins results of further samples.

SMILES	NSD2 block
C[C@H]1CN([C@@H](C)CO)C(=O)c2cc(Br)cnc2O[C@H]1CN(C)CC1CCOCC1	-7.7
C[C@@H]1CN([C@@H](C)CO)C(=O)c2cc(NC(=O)NC3CCCCC3)ccc2O[C@@H](C)CCCCO[C@@H]1CN(C)S(=O)(=O)c1ccccc1	-1.4
OC(CSc1ccncc1)CC(O)c1ccccc1 (centres undefined)	4.8
C[C@H](CO)N1C[C@H](C)[C@H](CN(C)S(=O)(=O)c2cn(C)cn2)Oc2c(NS(=O)(=O)c3ccc(Cl)cc3)cccc2C1=O	3.7
CCCC#Cc1cnc2c(c1)C(=O)N([C@H](C)CO)C[C@@H](C)[C@H](CN(C)C(=O)c1ccc3c(c1)OCO3)O2	-4.5
Cc1ccc(S(=O)(=O)N(C)C[C@@H]2Oc3ccc(NC(=O)Nc4ccccc4)cc3CC(=O)N([C@H](C)CO)C[C@@H]2C)cc1	-6.9
COc1ccc(CNC(=O)C[C@H]2C[C@@H]3c4cc(NS(C)(=O)=O)ccc4O[C@@H]3[C@@H](CO)O2)cc1	2.3
C[C@H](O)C#Cc1ccc2c(c1)O[C@@H](CN(C)Cc1ccncc1)[C@@H](C)CN([C@@H](C)CO)S2(=O)=O	-0.2
O=C(N/N=C/c1cccc2ccccc12)c1ccccn1	2.9
C[C@H]1CCCCO[C@H](CN(C)S(=O)(=O)c2cn(C)cn2)[C@@H](C)CN([C@@H](C)CO)C(=O)c2cc(NC(=O)Cc3ccccc3)ccc2O1	2.0
CC(C)NC(=O)Nc1ccc2c(c1)CC(=O)N([C@@H](C)CO)C[C@H](C)[C@@H](CN(C)Cc1ccc(-c3ccccc3)cc1)O2	-0.2
CC(C)NC(=O)Nc1ccc2c(c1)C(=O)N([C@H](C)CO)C[C@H](C)[C@H](CN(C)C)OCCCC[C@H](C)O2	-10.1
C[C@H]1CN([C@@H](C)CO)C(=O)CCCn2cc(nn2)CO[C@@H]1CN(C)C(=O)CCC(F)(F)F	0.3
C[C@@H]1CN([C@@H](C)CO)C(=O)Cc2cc(NC(=O)c3ccncc3)ccc2O[C@@H]1CN(C)Cc1ccc2c(c1)OCO2	12.0
C[C@H](CO)N1C[C@H](C)[C@@H](CN(C)Cc2ccc(Cl)c(Cl)c2)Oc2ccc(NC(=O)C3CCCCC3)cc2C1=O	-6.5
CN(C)C(=O)C[C@H]1C[C@@H]2c3cc(NC(=O)Nc4ccc(C(F)(F)F)cc4)ccc3O[C@@H]2[C@@H](CO)O1	-0.3
Cc1ccc(S(=O)(=O)Nc2ccc3c(c2)C(=O)N([C@H](C)CO)C[C@@H](C)[C@H](CN(C)S(=O)(=O)c2ccc(Cl)cc2)OCCCC[C@H](C)O3)cc1	-1.9
C[C@H]1CN([C@@H](C)CO)C(=O)Cc2cc(NS(=O)(=O)c3ccc(Cl)cc3)ccc2O[C@H]1CN(C)S(C)(=O)=O	-0.1
Cc1noc(C)c1S(=O)(=O)Nc1ccc2c(c1)C(=O)N([C@H](C)CO)C[C@H](C)[C@@H](CN(C)S(=O)(=O)c1ccc(Cl)cc1)OCCCC[C@@H](C)O2	1.5
Cc1noc(C)c1S(=O)(=O)N(C)C[C@@H]1OCCCC[C@H](C)Oc2ccc(NS(=O)(=O)c3ccc(Cl)cc3)cc2C(=O)N([C@H](C)CO)C[C@@H]1C	-2.4
C[C@@H]1CN([C@@H](C)CO)C(=O)c2cccc(NC(=O)c3nc4ccccc4s3)c2O[C@H]1CN(C)Cc1ccncc1	3.3
C/C=C/c1cnc2c(c1)C(=O)N([C@@H](C)CO)C[C@H](C)[C@H](CN(C)C(=O)Nc1cccc(OC)c1)O2	-2.9
C[C@@H]1CN([C@H](C)CO)C(=O)Cc2cc(NS(=O)(=O)c3ccc(Cl)cc3)ccc2O[C@H]1CN(C)C	-0.6
COc1ccc(CN(C)C[C@H]2Oc3c(NS(=O)(=O)c4ccc(C)cc4)cccc3C(=O)N([C@H](C)CO)C[C@@H]2C)cc1	0.6
Cc1noc(C)c1NC(=O)Nc1ccc2c(c1)C(=O)N([C@@H](C)CO)C[C@@H](C)[C@@H](CN(C)Cc1ccc(C(=O)O)cc1)O2	4.7
C[C@H](CO)N1C[C@H](C)[C@H](CN(C)Cc2ccncc2)Oc2ccc(NC(=O)CCCN(C)C)cc2C1=O	-2.7
C[C@H](CO)N1C[C@H](C)[C@H](CN(C)Cc2ccc(C(=O)Nc3ccccc3N)cc2)Oc2ccc(NC(=O)Nc3ccc4c(c3)OCO4)cc2CC1=O	-3.6
C[C@H](CO)N1C[C@H](C)[C@H](CN(C)S(=O)(=O)c2cccc(C#N)c2)OCc2cnnn2CCCC1=O	0.7
CC(C)NC(=O)Nc1ccc2c(c1)C(=O)N([C@@H](C)CO)C[C@H](C)[C@H](CN(C)S(=O)(=O)c1ccccc1)OCCCC[C@@H](C)O2	-2.5
COc1ccc(S(=O)(=O)Nc2cccc3c2O[C@H](CN(C)Cc2ccc(C(=O)Nc4ccccc4N)cc2)[C@@H](C)CN([C@@H](C)CO)C3=O)cc1	2.2
C[C@@H]1CN([C@H](C)CO)S(=O)(=O)c2ccc(-c3cncnc3)cc2O[C@@H]1CN(C)Cc1ccccn1	16.3
C[C@H]1CN([C@@H](C)CO)C(=O)c2cccc(NS(=O)(=O)c3cn(C)cn3)c2O[C@H]1CN(C)Cc1ccc(C(F)(F)F)cc1	25.5
CCCN(C)C[C@H]1OCCCC[C@H](C)Oc2ccc(NC(=O)C3CCCCC3)cc2C(=O)N([C@@H](C)CO)C[C@H]1C	5.3
C[C@H]1CN([C@@H](C)CO)C(=O)c2cccc(NC(=O)Nc3cccc4ccccc34)c2O[C@H]1CN(C)C	-3.0
CCCNC(=O)[C@@H]1c2ccccc2C(=O)N(CC23CC4CC(CC(C4)C2)C3)[C@H]1c1ccc(CO)cc1	1.1
C[C@@H]1CN([C@@H](C)CO)C(=O)c2cc(NC(=O)c3ccncc3)ccc2O[C@@H](C)CCCCO[C@H]1CN(C)Cc1ccc(C(=O)O)cc1	-7.0
Cc1noc(C)c1S(=O)(=O)Nc1ccc2c(c1)C(=O)N([C@@H](C)CO)C[C@@H](C)[C@H](CN(C)C(=O)C1CCCCC1)OCCCC[C@@H](C)O2	-0.2
CC(C)CC#Cc1ccc2c(c1)O[C@@H](CN(C)C(=O)c1cccnc1)[C@@H](C)CN([C@H](C)CO)S2(=O)=O	-0.7
Cc1noc(C)c1NC(=O)Nc1ccc2c(c1)CC(=O)N([C@H](C)CO)C[C@@H](C)[C@@H](CN(C)C(=O)Nc1ccc(F)cc1)O2	9.5
C[C@H]1CN([C@@H](C)CO)C(=O)Cc2cc(NC(=O)Cc3cn(C)c4ccccc34)ccc2O[C@@H]1CN(C)CC1CC1	0.1

Random excerpt: 4 compounds from above
SMILES	NSD2 block
C[C@H](CO)N1C[C@H](C)[C@H](CN(C)Cc2ccncc2)Oc2ccc(NC(=O)CCCN(C)C)cc2C1=O	-2.7
CCCN(C)C[C@H]1OCCCC[C@H](C)Oc2ccc(NC(=O)C3CCCCC3)cc2C(=O)N([C@@H](C)CO)C[C@H]1C	5.3
C[C@H]1CN([C@@H](C)CO)C(=O)c2cccc(NS(=O)(=O)c3cn(C)cn3)c2O[C@H]1CN(C)Cc1ccc(C(F)(F)F)cc1	25.5
Cc1noc(C)c1NC(=O)Nc1ccc2c(c1)CC(=O)N([C@H](C)CO)C[C@@H](C)[C@@H](CN(C)C(=O)Nc1ccc(F)cc1)O2	9.5

Going on with the list.
SMILES	NSD2 block
C[C@@H]1CN([C@@H](C)CO)C(=O)c2cc(NS(=O)(=O)c3ccccc3)ccc2O[C@@H]1CN(C)C(=O)Nc1ccccc1	-0.1
CC(C)C#Cc1ccc2c(c1)O[C@@H](CN(C)Cc1cncnc1)[C@H](C)CN([C@@H](C)CO)S2(=O)=O	13.8
C[C@H](CO)N1C[C@H](C)[C@@H](CN(C)Cc2ccc(-c3ccccc3)cc2)Oc2ccc(NS(=O)(=O)c3ccc(F)cc3)cc2C1=O	-0.9
Cc1ccc(S(=O)(=O)Nc2ccc3c(c2)C(=O)N([C@@H](C)CO)C[C@@H](C)[C@H](CN(C)Cc2ccc(Cl)c(Cl)c2)O3)cc1	-12.4
C[C@H](CO)N1C[C@H](C)[C@@H](CN(C)S(=O)(=O)c2cn(C)cn2)Oc2ccc(NS(=O)(=O)c3ccccc3)cc2C1=O	1.8
C[C@H](CO)N1C[C@H](C)[C@@H](CN(C)Cc2ccc(C(F)(F)F)cc2)Oc2c(NC(=O)c3ccc(-c4nccs4)cc3)cccc2C1=O	1.4
C[C@@H]1CN([C@H](C)CO)C(=O)c2cccc(NC(=O)Nc3ccc(C(F)(F)F)cc3)c2O[C@H]1CN(C)S(=O)(=O)c1ccc(F)cc1	-1.9
OC[C@@H]1[C@H]2c3ccccc3OC1(CO)N=C1SCCCN12	0.6
C[C@@H]1CN([C@@H](C)CO)C(=O)c2cc(Br)cnc2O[C@@H]1CN(C)C(=O)c1ccccc1F	-9.9
C[C@@H]1CCCCO[C@@H](CN(C)S(=O)(=O)c2cccs2)[C@@H](C)CN([C@@H](C)CO)C(=O)c2cc(NC(=O)Nc3ccc(C(F)(F)F)cc3)ccc2O1	-8.4
C[C@@H]1CN([C@H](C)CO)C(=O)Cc2cc(NC(=O)Nc3ccc(C(F)(F)F)cc3)ccc2O[C@@H]1CN(C)S(=O)(=O)c1cn(C)cn1	2.3
C[C@@H]1CCCCO[C@@H](CN(C)C(=O)c2ccccc2)[C@H](C)CN([C@@H](C)CO)C(=O)c2cc(N(C)C)ccc2O1	5.0
C[C@@H]1CN([C@@H](C)CO)C(=O)c2cccc(NC(=O)c3cnccn3)c2O[C@@H]1CN(C)Cc1ccccc1	-0.2
Cc1ccsc1/C=N/NC(=O)CCCCCC(=O)O	1.3
CNC[C@@H]1OCCCC[C@H](C)Oc2ccc(NC(=O)Nc3ccc4c(c3)OCO4)cc2C(=O)N([C@H](C)CO)C[C@@H]1C	-1.4
C[C@@H]1CN([C@@H](C)CO)C(=O)c2cccc(NC(=O)c3nc4ccccc4s3)c2O[C@@H]1CN(C)Cc1ccc(C(=O)Nc2ccccc2N)cc1	-0.5
Cc1cccc(Nc2ncnc(N)c2[N+](=O)[O-])n1	-6.3
CC(C)NC(=O)Nc1ccc2c(c1)C(=O)N([C@@H](C)CO)C[C@H](C)[C@H](CN(C)C(=O)Nc1ccc3c(c1)OCO3)O2	11.6
C[C@@H]1CCCCO[C@H](CN(C)C(=O)c2ccccc2)[C@H](C)CN([C@@H](C)CO)C(=O)c2cc(NC(=O)CCCN(C)C)ccc2O1	1.9
Cc1noc(C)c1NC(=O)Nc1ccc2c(c1)CC(=O)N([C@@H](C)CO)C[C@H](C)[C@@H](CN(C)C(=O)NC(C)C)O2	1.5
Cc1ccc(S(=O)(=O)N[C@H]2CC[C@@H](CC(=O)N3CCC(Cc4ccccc4)CC3)O[C@@H]2CO)cc1	3.3
CCCC#Cc1ccc2c(c1)O[C@@H](CN(C)CC1CC1)[C@@H](C)CN([C@H](C)CO)S2(=O)=O	5.2
C/C=C/c1ccc2c(c1)O[C@H](CN(C)C(C)=O)[C@H](C)CN([C@@H](C)CO)S2(=O)=O	6.3
C[C@H](CO)N1C[C@H](C)[C@H](CN(C)C)Oc2ncc(C#Cc3ccc(F)cc3)cc2C1=O	6.1&-1.9
C[C@H]1CN([C@@H](C)CO)C(=O)c2cc(NC(=O)C3CC3)ccc2O[C@@H]1CN(C)Cc1ccc(Cl)c(Cl)c1	27.3
CC(C)NC(=O)Nc1ccc2c(c1)C(=O)N([C@H](C)CO)C[C@@H](C)[C@H](CN(C)S(=O)(=O)c1cn(C)cn1)OCCCC[C@H](C)O2	1.1
COc1ccc(NC(=O)N(C)C[C@@H]2OCCCC[C@@H](C)Oc3ccc(N(C)C)cc3C(=O)N([C@H](C)CO)C[C@H]2C)cc1	-0.7
C[C@H](CO)N1C[C@H](C)[C@H](CN(C)S(=O)(=O)c2ccc(Cl)cc2)Oc2ccc(NS(=O)(=O)c3ccccc3)cc2CC1=O	-0.6
Cc1noc(C)c1NC(=O)N(C)C[C@@H]1Oc2cc(C#CCN(C)C)ccc2S(=O)(=O)N([C@H](C)CO)C[C@@H]1C	-1.3
C[C@@H]1CN([C@@H](C)CO)C(=O)c2cc(NC(=O)Nc3ccccc3)ccc2O[C@@H](C)CCCCO[C@H]1CN(C)C	9.9
Cc1ccccc1S(=O)(=O)N(C)C[C@@H]1OCc2ccccc2-c2c(n(C)c3ccccc23)C(=O)N([C@@H](C)CO)C[C@@H]1C	11.5
CCCN(C)C[C@@H]1Oc2ncc(C#CCOC)cc2C(=O)N([C@@H](C)CO)C[C@@H]1C	-0.7
C[C@H](CO)N1C[C@H](C)[C@@H](CN(C)CC2CC2)Oc2c(NC(=O)C3CCOCC3)cccc2C1=O	0.0
C/C=C/c1cnc2c(c1)C(=O)N([C@@H](C)CO)C[C@@H](C)[C@H](CN(C)C(=O)c1cccc(F)c1)O2	-2.1
C[C@H](CO)N1C[C@H](C)[C@H](CN(C)S(C)(=O)=O)Oc2ncc(-c3cccc(C(F)(F)F)c3)cc2C1=O	-6.1
COc1ccc(S(=O)(=O)Nc2ccc3c(c2)C(=O)N([C@@H](C)CO)C[C@H](C)[C@H](CN(C)Cc2ccccc2)OCCCC[C@H](C)O3)cc1	0.9
C[C@@H]1CN([C@H](C)CO)S(=O)(=O)c2ccc(-c3ccc(F)cc3)cc2O[C@H]1CN(C)Cc1cccc(F)c1	-0.2
C[C@H]1CN([C@@H](C)CO)C(=O)Cc2cc(NS(=O)(=O)c3ccc(Cl)cc3)ccc2O[C@@H]1CN(C)Cc1ccncc1	1.5
C[C@@H]1CN([C@H](C)CO)S(=O)(=O)c2ccc(-c3cccc(C#N)c3)cc2O[C@H]1CN(C)C(=O)Nc1ccccc1F	0.0

Ordered by formula weight (descending): some entries from above
SMILES	NSD2 block
CC(C)NC(=O)Nc1ccc2c(c1)C(=O)N([C@H](C)CO)C[C@@H](C)[C@H](CN(C)S(=O)(=O)c1cn(C)cn1)OCCCC[C@H](C)O2	1.1
C[C@H]1CN([C@@H](C)CO)C(=O)Cc2cc(NS(=O)(=O)c3ccc(Cl)cc3)ccc2O[C@@H]1CN(C)Cc1ccncc1	1.5
Cc1noc(C)c1NC(=O)N(C)C[C@@H]1Oc2cc(C#CCN(C)C)ccc2S(=O)(=O)N([C@H](C)CO)C[C@@H]1C	-1.3

Compound activity (PubChem BioAssay)

This is a subset (hit frequency here may not be typical).
